# PRC2 inh – inhibitors of human EZH2/PRC2 methyltransferase | Q15910 | PRC2 H3K27 methylation, DELFIA TRF, 1 h | 57,000 tested, 0.35% active | inhibition, % at 12.5 µM | AID 651548;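 active means mean inhibition of replicates at least 50% and every single replicate also reaching 50%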;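 further: dimethyl H3K27 on biotinylated H3 21-44 peptide detected by antibody; plate controls were median neutral control wells for no effect and median positive control wells for full effect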
# Target sequence (Q15910 whole entry, looked up): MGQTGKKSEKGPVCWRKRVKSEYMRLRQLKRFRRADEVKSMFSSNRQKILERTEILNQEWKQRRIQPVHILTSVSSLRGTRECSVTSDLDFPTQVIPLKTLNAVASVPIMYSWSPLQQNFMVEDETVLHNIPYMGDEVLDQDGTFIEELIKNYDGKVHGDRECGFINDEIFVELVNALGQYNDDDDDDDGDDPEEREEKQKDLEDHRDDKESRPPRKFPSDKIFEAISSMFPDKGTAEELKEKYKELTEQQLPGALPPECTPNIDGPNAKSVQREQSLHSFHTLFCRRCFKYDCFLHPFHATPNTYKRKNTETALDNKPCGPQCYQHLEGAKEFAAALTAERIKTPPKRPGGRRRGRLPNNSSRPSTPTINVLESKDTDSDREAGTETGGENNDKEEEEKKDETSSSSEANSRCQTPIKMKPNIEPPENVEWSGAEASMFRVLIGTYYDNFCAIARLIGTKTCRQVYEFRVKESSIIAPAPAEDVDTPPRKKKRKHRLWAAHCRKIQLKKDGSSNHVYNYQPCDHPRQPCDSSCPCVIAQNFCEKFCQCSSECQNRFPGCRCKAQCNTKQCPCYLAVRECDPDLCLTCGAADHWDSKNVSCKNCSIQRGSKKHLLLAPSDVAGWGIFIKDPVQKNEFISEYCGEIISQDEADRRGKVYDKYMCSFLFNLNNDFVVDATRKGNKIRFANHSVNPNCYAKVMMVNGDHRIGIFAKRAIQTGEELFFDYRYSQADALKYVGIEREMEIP
# IDH1 R132H inh – IDH1 R132H (human) inhibition. inhibition, % at 10 µM. AID 624101. 70,000 tested, 0.18% active. IDH1 R132H reductase, diaphorase/resazurin fluorescence, 60 min. O75874; in the data active means inhibition above about 34%;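 further: 0% = DMSO and 100% = no enzyme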
# * hit, by the source's call; . = no result given. Some of the compounds tested; rates above refer to the full screens.
SMILES,PRC2 inh,IDH1 R132H inh
C[C@@H]1CN([C@@H](C)CO)C(=O)c2cccc(NC(=O)NC3CCCCC3)c2O[C@@H]1CN(C)Cc1ccncc1,-4,.
CN(C)CCC=C1c2ccccc2C=Cc2ccccc21,.,-0.6
CC(=O)Nc1ccccc1-c1nc2ccccc2nc1OCc1ccc([N+](=O)[O-])cc1,-11,0.9
COCC(=O)Nc1ccc2c(c1)C(=O)N(C)C[C@@H](OC)[C@@H](C)CN(Cc1ccccc1F)[C@@H](C)CO2,13,0.0
O=C(N[C@H]1CC[C@H](CCn2cc(C3(O)CCCC3)nn2)O[C@@H]1CO)C1CC1,-11,0.2
COc1ccc(OC)c(N(CC(=O)Nc2ccc(Br)cc2F)S(C)(=O)=O)c1,14,-0.2
C[C@@H]1CN([C@@H](C)CO)C(=O)Cc2cc(NC(=O)C3CCCCC3)ccc2O[C@H]1CN(C)Cc1ccc(-c2ccccc2)cc1,.,0.7
CC(C)c1cn(CC[C@H]2CC[C@@H](NS(=O)(=O)Cc3ccccc3)[C@@H](CO)O2)nn1,0,-0.3
C[C@@H]1CN([C@H](C)CO)C(=O)c2cc(NS(=O)(=O)c3ccc(F)cc3)ccc2O[C@@H]1CN(C)C(=O)Nc1ccccc1,.,0.1
C[C@@H]1CN([C@@H](C)CO)C(=O)Cc2cc(NS(=O)(=O)c3ccccc3)ccc2O[C@@H]1CN(C)CC1CCCCC1,-5,.
C[C@H](CO)N1C[C@H](C)[C@@H](CN(C)C(=O)c2ccccn2)Oc2cc(C#Cc3ccc(F)cc3)ccc2S1(=O)=O,0,1.0
CO[C@@H]1CN(C)C(=O)c2cc(NC(=O)c3ccccc3)ccc2OC[C@H](C)NC[C@H]1C,-2,0.2
C[C@@H]1CN([C@H](C)CO)C(=O)c2cc(C#CC3CC3)cnc2O[C@@H]1CN(C)Cc1ccccc1C(=O)O,-25,-0.1
CC(=O)N(C)C[C@@H]1Oc2ncc(-c3ccc(C)cc3)cc2C(=O)N([C@@H](C)CO)C[C@H]1C,4,-5.7
CO[C@@H]1CN(C)C(=O)c2ccc(NC(=O)C3CC3)cc2OC[C@@H](C)N(C(C)=O)C[C@@H]1C,6,0.1
NCCCCNS(=O)(=O)c1ccc2c(Cl)cccc2c1,2,0.0
C[C@@H]1CN([C@@H](C)CO)S(=O)(=O)c2ccc(C3=CCCCC3)cc2O[C@@H]1CN(C)Cc1ccncc1,2,.
C[C@H]1CCCCO[C@@H](CN(C)Cc2ccc(C(F)(F)F)cc2)[C@@H](C)CN([C@@H](C)CO)C(=O)c2cc(NC(=O)Cc3ccccc3)ccc2O1,.,0.2
C[C@H](CO)N1C[C@H](C)[C@@H](CN(C)C)Oc2ccc(NC(=O)CCC(F)(F)F)cc2C1=O,14,0.4
COc1ccc(NC(=O)N(C)C[C@@H]2Oc3ccc(NS(=O)(=O)c4ccc(C)cc4)cc3CC(=O)N([C@H](C)CO)C[C@@H]2C)cc1,.,-1.1

# A draw from above in order of length of the SMILES, smallest number first.
SMILES,PRC2 inh,IDH1 R132H inh
CN(C)CCC=C1c2ccccc2C=Cc2ccccc21,.,-0.6
COc1ccc(OC)c(N(CC(=O)Nc2ccc(Br)cc2F)S(C)(=O)=O)c1,14,-0.2
O=C(N[C@H]1CC[C@H](CCn2cc(C3(O)CCCC3)nn2)O[C@@H]1CO)C1CC1,-11,0.2

# (continued)
SMILES,PRC2 inh,IDH1 R132H inh
CC(C)NC(=O)Nc1ccc2c(c1)C(=O)N([C@@H](C)CO)C[C@H](C)[C@@H](CN(C)C(=O)NC1CCCCC1)OCCCC[C@H](C)O2,-1,0.6
CC(C)c1cn(CC[C@@H]2CC[C@H](NC(=O)C3CCC3)[C@@H](CO)O2)nn1,-3,0.4
C[C@H](CO)N1C[C@H](C)[C@H](CN(C)S(=O)(=O)c2cccc(F)c2)Oc2ncc(C#Cc3ccc(F)cc3)cc2C1=O,.,0.6
C[C@H](CO)N1C[C@H](C)[C@H](CN(C)S(=O)(=O)c2ccccc2)Oc2c(NC(=O)NC3CCCCC3)cccc2C1=O,-14,-3.0
O=C(C[C@H]1CC[C@@H](NC(=O)C2CCC2)[C@H](CO)O1)NC1CCC1,8,-0.1
COc1ccccc1NC(=O)N(C)C[C@H]1OCc2cn(nn2)CCCC(=O)N([C@@H](C)CO)C[C@@H]1C,7,.
COC(=O)CCCCCCC(=O)N/N=C/c1ccoc1,1,-0.3
COc1ccc(NC(=O)N(C)C[C@H]2Oc3ncc(C#CC(C)C)cc3C(=O)N([C@@H](C)CO)C[C@@H]2C)cc1,-10,.
Cc1noc(C)c1S(=O)(=O)Nc1ccc2c(c1)C(=O)N([C@H](C)CO)C[C@H](C)[C@H](CN(C)C(=O)Nc1ccccc1)OCCCC[C@@H](C)O2,.,-0.3
Cc1c(CCC(=O)O)c(=O)oc2cc(O)c(Cl)cc12,4,0.6
CN(C)CC(=O)N[C@@H]1CC[C@@H](CCn2cc(C3CCCC3)nn2)O[C@@H]1CO,-3,0.1
C[C@H](O)C#Cc1ccc2c(c1)O[C@@H](CN(C)C(=O)c1ccccc1)[C@@H](C)CN([C@H](C)CO)S2(=O)=O,2,.
CC(C)NC(=O)N(C)C[C@H]1Oc2c(NS(=O)(=O)c3cccs3)cccc2C(=O)N([C@H](C)CO)C[C@@H]1C,.,-0.2
C/C=C/c1ccc2c(c1)O[C@@H](CNC)[C@H](C)CN([C@@H](C)CO)S2(=O)=O,5,2.1
CO[C@H]1CN(C)C(=O)c2cc(NC(=O)Nc3ccccc3Cl)ccc2OC[C@H](C)NC[C@H]1C,0,0.0
C[C@@H]1CCCCO[C@@H](CN(C)S(C)(=O)=O)[C@@H](C)CN([C@@H](C)CO)C(=O)c2cc(N(C)C)ccc2O1,1,.
C/C=C/c1cnc2c(c1)C(=O)N([C@@H](C)CO)C[C@H](C)[C@H](CN(C)S(=O)(=O)c1ccc(OC)cc1)O2,.,-0.2
Cc1noc(C)c1S(=O)(=O)Nc1ccc2c(c1)CC(=O)N([C@@H](C)CO)C[C@@H](C)[C@H](CN(C)Cc1ccc(C(=O)Nc3ccccc3N)cc1)O2,.,0.2
COc1ccc(I)cc1C(Nc1cc(C)ccn1)c1ccc2cccnc2c1O (centres undefined),-35,0.0
CCc1ccc2nc(N3C(=O)C(=O)C(C(=O)c4ccco4)C3c3cc(OC)ccc3OC)sc2c1 (centres undefined),-28,5.7

# Compounds shown so far with a furan ring, fused or not (2):
SMILES,PRC2 inh,IDH1 R132H inh
COC(=O)CCCCCCC(=O)N/N=C/c1ccoc1,1,-0.3
CCc1ccc2nc(N3C(=O)C(=O)C(C(=O)c4ccco4)C3c3cc(OC)ccc3OC)sc2c1 (centres undefined),-28,5.7

# Continuation:
SMILES,PRC2 inh,IDH1 R132H inh
C[C@H](CO)N1C[C@H](C)[C@@H](CN(C)Cc2ccccn2)Oc2ncc(C#CC3CC3)cc2C1=O,-8,-0.2
COc1ccc(S(=O)(=O)Nc2ccc3c(c2)CC(=O)N([C@H](C)CO)C[C@@H](C)[C@@H](CN(C)Cc2ccccc2)O3)cc1,7,0.1
COc1ccc(S(=O)(=O)N(C)C[C@@H]2Oc3ccc(NS(=O)(=O)c4c(C)noc4C)cc3C(=O)N([C@@H](C)CO)C[C@@H]2C)cc1,.,-0.2
COc1ccc(NC(=O)N(C)C[C@@H]2Oc3ccc(NC(=O)C4CCCCC4)cc3CC(=O)N([C@H](C)CO)C[C@H]2C)cc1,.,-0.3
CO[C@H]1CN(C)C(=O)c2ccc(NC(=O)NC(C)C)cc2OC[C@H](C)N(CCC(F)(F)F)C[C@H]1C,-10,0.5
CCCN(C)C[C@@H]1OCCCC[C@@H](C)Oc2ccc(NS(=O)(=O)c3ccc(F)cc3)cc2C(=O)N([C@@H](C)CO)C[C@@H]1C,-8,.
C[C@@H]1CN([C@@H](C)CO)S(=O)(=O)c2ccc(-c3cccc(C#N)c3)cc2O[C@@H]1CN(C)CC1CC1,-9,-1.6
O=C(N[C@@H]1CC[C@@H](CCNS(=O)(=O)c2ccccc2)O[C@@H]1CO)c1cccnc1,2,-0.5
COc1cc(/C=C/C(=O)NCCSc2c[nH]c3ccccc23)cc(OC)c1OC,-5,-5.6
Cc1ccc(N2C(=O)c3ccccc3[C@](C)(C(=O)O)[C@@H]2c2ccc(CO)cc2)nc1,13,.
C[C@@H]1CN([C@H](C)CO)S(=O)(=O)c2ccc(C#CC3CC3)cc2O[C@@H]1CN(C)C(=O)C1CCC1,-15,.
COc1ccc(S(=O)(=O)N(C)C[C@@H]2Oc3cc(-c4cccc(F)c4)ccc3S(=O)(=O)N([C@@H](C)CO)C[C@H]2C)cc1,-11,3.1
C[C@@H]1CN([C@@H](C)CO)C(=O)c2cc(-c3ccccc3)cnc2O[C@H]1CN(C)C(=O)Cc1ccccn1,-4,-0.1
C[C@@H]1CN([C@H](C)CO)S(=O)(=O)c2ccc(C#Cc3cccc(F)c3)cc2O[C@H]1CN(C)S(=O)(=O)c1cn(C)cn1,-25,-0.5
C[C@@H]1CN([C@@H](C)CO)C(=O)c2cc(-c3ccc(F)cc3)cnc2O[C@H]1CN(C)CC1CCOCC1,1,0.6
CCCC#Cc1ccc2c(c1)O[C@@H](CN(C)C(=O)C1CCC1)[C@H](C)CN([C@H](C)CO)S2(=O)=O,-5,-1.0
COc1ccc(S(=O)(=O)N(C)C[C@@H]2Oc3ccc(NS(=O)(=O)c4ccc(C)cc4)cc3C(=O)N([C@@H](C)CO)C[C@@H]2C)cc1,.,-0.3
CCCc1cn(CC[C@H]2CC[C@H](NS(=O)(=O)c3ccccc3Cl)[C@@H](CO)O2)nn1,-9,0.2
C[C@H](CO)N1C[C@H](C)[C@@H](CN(C)Cc2ccc3c(c2)OCCN3C)OCc2cnnn2CCCC1=O,.,0.1
O=C(C[C@H]1CC[C@@H](NS(=O)(=O)c2cccc(F)c2)[C@@H](CO)O1)NCc1ccc2c(c1)OCO2,4,0.3
C/C=C/[C@@H](CCn1cc(CCO)nn1)[Si](C)(C)c1ccc(OC)cc1,13,-1.6
C[C@@H]1CN([C@H](C)CO)C(=O)c2cc(NC(=O)Nc3ccc(C(F)(F)F)cc3)ccc2O[C@@H]1CN(C)C(=O)Nc1ccccc1,.,-0.7
Cc1ccc(-n2c(SCC(=O)Nc3cccc(C)c3C)nc3ccccc3c2=O)cc1,6,-0.1
COC(=O)CCCCCCC(=O)N/N=C/c1cc(OC)ccc1Br,7,.
COc1ccc(S(=O)(=O)NCCOc2ccccc2)cc1OC,1,-0.4
Cc1ccc(-n2c(SCC(=O)Nc3ccc(F)c(F)c3)nnc2-c2ccc(Cl)cc2)cc1,8,0.5
CCCC(=O)Nc1ccc2c(c1)C(=O)N(C)C[C@@H](OC)[C@H](C)CN(C(=O)CN1CCOCC1)[C@H](C)CO2,3,0.2
COc1ccc(-c2nnc(SCC(=O)Nc3cccc(C(F)(F)F)c3)n2-c2ccccc2)cc1,-8,-0.2
CCCNC(=O)Nc1ccc2c(c1)OC[C@@H](C)N(Cc1cncnc1)C[C@@H](C)[C@H](OC)CN(C)C2=O,-7,-0.2
C[C@H]1CN([C@@H](C)CO)C(=O)c2c(c3ccccc3n2C)-c2ccccc2CO[C@@H]1CN(C)C(=O)Nc1ccccc1,-33,.
COc1ccc(S(=O)(=O)N(C)C[C@@H]2Oc3ccc(N(C)C)cc3CC(=O)N([C@@H](C)CO)C[C@H]2C)cc1,-7,-4.3
Cc1[nH]c2ccccc2c1C(=O)CSc1ncn[nH]1,-2,0.0
O=C(NCc1ccccc1)[C@@]1(Cc2ccccc2)N=C(c2ccc(OCCCO)cc2)O[C@H]1c1ccccc1,14,.
C[C@H](CO)N1C[C@H](C)[C@@H](CN(C)C(=O)Nc2ccc(C(F)(F)F)cc2)OCCCC[C@H](C)Oc2ccc(NS(=O)(=O)c3cn(C)cn3)cc2C1=O,.,2.3
C[C@H]1CN([C@@H](C)CO)C(=O)c2cc(NC(=O)Cc3ccccc3)ccc2O[C@H]1CN(C)C(=O)NC1CCCCC1,2,-1.5
CCCNC(=O)N(C)C[C@@H]1Oc2ncc(Br)cc2C(=O)N([C@@H](C)CO)C[C@H]1C,4,0.1
CC(C)CC#Cc1ccc2c(c1)O[C@H](CN(C)Cc1cccnc1)[C@@H](C)CN([C@H](C)CO)S2(=O)=O,46,3.0
COc1ccc(C(=O)CC2(O)C(=O)N(Cc3ccc(C)cc3)c3ccc(Cl)cc32)cc1[N+](=O)[O-] (centres undefined),-9,-0.8
CN(C)CC(=O)Nc1ccc2c(c1)[C@H]1C[C@H](CC(=O)N(C)C)O[C@H](CO)[C@H]1O2,-1,0.7
C[C@@H]1CN([C@@H](C)CO)C(=O)c2cccc(NC(=O)c3cnccn3)c2O[C@@H]1CN(C)C(=O)Nc1ccc(C(F)(F)F)cc1,9,.
CN(C)CCCNC(=O)C[C@H]1C=C[C@@H](NS(=O)(=O)c2ccccc2)[C@@H](CO)O1,-2,0.1
COc1ccc(NC(=O)N(C)C[C@H]2Oc3ccc(NC(=O)Cc4cn(C)c5ccccc45)cc3CC(=O)N([C@@H](C)CO)C[C@@H]2C)cc1,.,0.1

# Fetched by structure from the entries so far (5):
SMILES,PRC2 inh,IDH1 R132H inh
C[C@@H]1CN([C@@H](C)CO)C(=O)c2cc(-c3ccccc3)cnc2O[C@H]1CN(C)C(=O)Cc1ccccn1,-4,-0.1
NCCCCNS(=O)(=O)c1ccc2c(Cl)cccc2c1,2,0.0
C/C=C/c1cnc2c(c1)C(=O)N([C@@H](C)CO)C[C@H](C)[C@H](CN(C)S(=O)(=O)c1ccc(OC)cc1)O2,.,-0.2
CC(C)NC(=O)N(C)C[C@H]1Oc2c(NS(=O)(=O)c3cccs3)cccc2C(=O)N([C@H](C)CO)C[C@@H]1C,.,-0.2
COC(=O)CCCCCCC(=O)N/N=C/c1ccoc1,1,-0.3

# Screening data from PubChem.
